LMP1 NFkB inh: EBV LMP1-driven NF-kappaB luciferase reporter inhibitors, primary screen, cell-based, luminescence, single point. LMP1-induced NF-kappaB luciferase reporter cells. hit rate 0.69% among 350,000. inhibition, % at 12.5 µM; in the data active = inhibition above about 41%; inconclusive = no clear call, values can overlap the other calls;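 also: 0% = neutral control wells and 100% = reference inhibitor control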
NR5A2 inv ag: LRH-1 (NR5A2) inverse agonists, primary screen, cell-based, luminescence, HEK293T, StAR-luciferase reporter | LRH-1 transfected, 24 h | inhibition, % at 3.6 µM | hit rate 0.13% among 360,000 | AID 602396, 2012;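 active = inhibition above the mean inhibition of all tested compounds plus 3 SD, cut at about 73% in these data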;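 also: 0% = DMSO wells and 100% = reporter-only cells lacking LRH-1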
TLR9-MyD88 block: inhibitors of TLR9-MyD88 association in cells, primary screen, cell-based, CHO, BLA complementation, fluorescence. Toll-like receptor 9 (Homo sapiens) + Myeloid differentiation primary response protein …. CCF4 FRET ratio. inhibition, % at 4.98 µM. hit rate 0.21% among 340,000;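 active = inhibition above the mean over all tested compounds plus 3 SD, cut at about 21% in these data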;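 also: 0% = DMSO only wells and 100% = clavulanate BLA inhibitor control wells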
SRC1 inh: SRC1 coactivator transcriptional activity inhibitors, primary screen, cell-based, luminescence; HEK293 GAL4-SRC1 luciferase reporter; inhibition, % at 3.6 µM; hit rate 0.12% among 360,000; AID 588354, 2011;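 active = inhibition above the campaign mean plus 3 SD, with each screening campaign given its own cutoff, cut at about 60% in these data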;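 also: 0% = DMSO treated cells and 100% = gossypol at 36 µM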
NOD2 RIPK2 PPI: NOD2-RIPK2 binding disruptors in cells, primary screen, fluorescence, CHO cells, BLA complementation. Receptor-interacting serine/threonine-protein kinase 2 (Homo sapiens), O43353. CCF4 ratio. inhibition, % at 4.98 µM. hit rate 0.38% among 360,000; in the data active = inhibition above about 21%;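 also: 0% = vehicle only and 100% = reference blocker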
Target sequence (O43353 whole entry, looked up): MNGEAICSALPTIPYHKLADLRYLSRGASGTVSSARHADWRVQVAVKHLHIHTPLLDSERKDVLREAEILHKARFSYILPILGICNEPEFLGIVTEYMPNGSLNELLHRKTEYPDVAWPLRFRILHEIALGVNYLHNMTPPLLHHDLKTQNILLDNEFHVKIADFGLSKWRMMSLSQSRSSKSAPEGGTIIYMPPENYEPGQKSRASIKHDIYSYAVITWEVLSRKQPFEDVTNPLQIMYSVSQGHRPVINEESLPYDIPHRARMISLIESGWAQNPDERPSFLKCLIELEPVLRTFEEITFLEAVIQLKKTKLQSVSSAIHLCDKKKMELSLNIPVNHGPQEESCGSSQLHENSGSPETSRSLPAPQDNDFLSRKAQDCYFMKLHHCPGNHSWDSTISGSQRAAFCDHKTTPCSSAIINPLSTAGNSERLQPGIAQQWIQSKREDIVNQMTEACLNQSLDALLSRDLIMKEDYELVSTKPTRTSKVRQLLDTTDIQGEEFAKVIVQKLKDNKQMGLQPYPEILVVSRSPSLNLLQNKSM
COUP-TFII inh: NR2F2 transcriptional activity inhibitors, primary screen, cell-based, luciferase reporter, HEK293T, luminescence | COUP transcription factor 2 (Homo sapiens), P24468 | HEK293T NGFI-A luciferase reporter | inhibition, % at 8.6 µM | hit rate 0.7% among 370,000 | AID 686940, 2013;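 active = inhibition above a per-plate cutoff, mean inhibition of test wells between control levels plus 3 SD, cut at about 38% in these data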;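 also: cells cotransfected with COUP-TFII expression vector driving the NGFI-A reporter; 0% = median of COUP-TF2 test wells and 100% = reporter-only cells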
Target sequence (P24468 whole entry, looked up): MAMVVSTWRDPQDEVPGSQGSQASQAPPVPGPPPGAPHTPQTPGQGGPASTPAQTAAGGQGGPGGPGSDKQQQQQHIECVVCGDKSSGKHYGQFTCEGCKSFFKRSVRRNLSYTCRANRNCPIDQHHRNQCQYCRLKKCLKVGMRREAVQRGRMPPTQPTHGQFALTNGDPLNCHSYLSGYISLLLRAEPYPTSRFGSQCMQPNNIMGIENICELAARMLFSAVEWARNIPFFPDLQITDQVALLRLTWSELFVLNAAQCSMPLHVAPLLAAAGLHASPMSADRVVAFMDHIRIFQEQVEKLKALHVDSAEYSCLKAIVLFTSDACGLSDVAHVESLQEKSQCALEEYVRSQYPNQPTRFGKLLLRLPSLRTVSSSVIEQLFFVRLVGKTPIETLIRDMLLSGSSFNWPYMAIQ
SRC3 inh: SRC3 coactivator transcriptional activity inhibitors, primary screen, cell-based, luminescence | AID 588352, 2011 | HEK293 GAL4-SRC3 luciferase reporter | inhibition, % at 3.6 µM | hit rate 0.17% among 360,000;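 active = inhibition above a per-campaign cutoff, the mean of all compounds plus 3 SD, cut at about 60% in these data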;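 also: 0% = DMSO-treated cells and 100% = gossypol-treated cells at 36 µM; higher means less SRC3-driven luciferase light from the GAL4 reporter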
TRAIL sens C8: viability loss with TRAIL in NB7+C8 cells, primary screen, TRAIL sensitizer project, cell-based, ATPlite luminescence; inhibition (viability loss, TRAIL sensitization), % at 10 µM; hit rate 1% among 360,000; AID 624354, 2012;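 active = compounds causing at least 50% loss of cell viability in the single-dose screen, relative to plate controls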
Vif imaging: HIV Vif self-association inhibitors, primary screen, imaging, HEK293T, single point; HEK293T cells, Vif self-association by quenched fluorescence, 24 h; inhibition, % at 7.49 µM; hit rate 0.35% among 340,000; in the data active = inhibition above about 50%, passing the limit was not always enough; inconclusive = no clear call, values can overlap the other calls; inactive = below about 31%; also: some results filed as inactive read as strong as hits
SRC2 inh: inhibition of GAL4-SRC2 driven luciferase reporter, primary screen, SRC2 inhibitor project, cell-based, luminescence; Nuclear receptor coactivator 2 (Homo sapiens), Q15596; HEK293 GAL4-SRC2 luciferase reporter; inhibition, % at 9 µM; hit rate 0.17% among 370,000;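 active = inhibition above the mean inhibition of all tested compounds plus 3 SD, set per campaign, cut at about 52% in these data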;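 also: 0% = DMSO treated cells and 100% = cells given Gossypol at 36 µM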
TROY NFkB inh: inhibitors of TROY-driven NF-kB signaling, primary screen, Q293 LMP1-TROYcd cells, NF-kB luciferase, uHTS; Q293 LMP1-TROYcd NF-kB luciferase reporter, 4 h; inhibition, % at 10 µM; hit rate 0.98% among 360,000; AID 1347056, 2019;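 active = compounds whose plate-normalised and pattern-corrected inhibition of the luciferase reporter signal at the single screening dose is 50% or more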
Active calls of the source: *; u = inconclusive; x = no result given.

SMILES	LMP1 NFkB inh	NR5A2 inv ag	TLR9-MyD88 block	SRC1 inh	NOD2 RIPK2 PPI	COUP-TFII inh	SRC3 inh	TRAIL sens C8	Vif imaging	SRC2 inh	TROY NFkB inh
CCN(CC)c1ccc(C(=O)OCC(=O)NCC2CCCO2)cc1 (centres undefined)	7	0	2	-15	8	-7	8	0	4	6	13
COc1ccc(CN(C)C(=O)c2cc(-c3ccc(OC)c(OC)c3)nc3ccccc23)c(OC)c1	3	19	-14	5	6	19	26	26	-2	-1	13
COc1ccc(NC(=O)c2cc(C3CCCCN3C(=O)c3ccccc3)on2)c(C)c1 (centres undefined)	x	8	x	-9	-3	16	-5	-22	-7	10	-9
O=C(NNC(=O)c1cc(-c2ccc(Br)cc2)nc2ccccc12)c1csc(N2CCOCC2)n1	4	4	-1	-30	-13	15	21	17	-2	-22	-14
CCOC(=O)CSc1nc2c(sc(=S)n2-c2ccccc2)c(=O)[nH]1	-2	4	5	-23	-1	11	15	4	12	15	5
O=C(Nc1ccc2c(c1)OCCO2)C1c2ccccc2C(=O)N2CCc3ccccc3C12 (centres undefined)	6	-19	-3	-9	-6	-4	-7	2	1	-35	12
COC(=O)c1ccc(N2C(=O)c3cc(N4CCOCC4)c([N+](=O)[O-])cc3C2=O)cc1	-3	-4	1	8	-3	5	14	4	u	-13	-8
CSc1cccc(NC(=S)N2CCCN(Cc3cccc(Cl)c3)C2)c1	0	-2	-4	-34	1	0	10	4	-1	3	5
CC1C(=O)C(C)C(c2cccs2)NC1c1cccs1 (centres undefined)	-4	4	-3	-2	-11	-21	12	0	5	0	18
O=c1c2ccccc2nc(/C=C/c2cccnc2)n1CCc1ccccc1	-6	23	2	23	9	44*	23	-3	-9	6	-2
Cc1cc(C)n2cc(CSC3=NCCS3)nc2n1	8	12	-10	-2	-9	-13	16	-3	-10	5	5
COC(=O)C1CSC(C(=O)OC)N1C(=O)Nc1ccc(Cl)cc1 (centres undefined)	-3	2	-20	1	-10	7	1	-7	4	-6	-15
CCCN(CC(=O)Nc1ccc(C)cc1Br)CC(=O)Nc1ccc(F)c(F)c1F	-26	24	1	-2	1	11	10	17	-1	-17	7
COc1ccc(CNC(=O)c2ccc(NC(=O)CC3SC(N4CCCCC4)=NC3=O)cc2)cc1 (centres undefined)	2	-8	7	-2	13	-5	-1	-4	4	-1	3
COc1ccc(-n2c(=S)[nH]c3cc(C(=O)NCCCN4CCOCC4)ccc3c2=O)cc1OC	3	-8	1	-6	-21	-9	8	6	3	-14	-5
COc1ccc(NS(=O)(=O)c2cc(OC)ccc2OC)cc1	6	10	-8	18	7	16	12	6	-3	-17	0
CCOc1ccc(NC(=O)N2CCC(c3ccc(C)cc3)C2)cc1 (centres undefined)	-16	-41	-1	-18	-2	-9	-19	2	3	-34	-68
COc1ccc(C2C(C#N)=C(N)OC(C(C)(C)C)=C2C#N)cc1OC (centres undefined)	-3	2	4	-3	-1	4	-32	-13	-7	1	5
CCCNC(=O)c1ccc2c(=O)c(O)c(C)[nH]c2c1	2	10	-4	3	4	-15	0	1	-6	-35	-3
CCN(CC(=O)Nc1c(F)cccc1F)C(=O)c1ccc(Cl)c(S(=O)(=O)N2CCCC2)c1	-5	5	-3	-14	1	-3	-12	7	-14	-10	-5
COc1c(C)cc(C(=O)C2CCCN(C(=O)c3cc(C)n(C)n3)C2)cc1C (centres undefined)	13	12	6	-14	5	10	13	-3	-5	2	-5
CC(Sc1nnnn1-c1ccc(O)cc1)C(=O)NC1CCCCC1C (centres undefined)	-5	10	13	-9	-7	1	7	0	-1	-30	10
Cc1cc(Cl)ccc1Nc1ncccc1C(N)=O	6	-116	-1	-63	-1	-47	-42	8	-3	-52	-81
COc1cc(-c2nnc(NC(=O)C3=COCCO3)o2)cc(OC)c1OC	-4	-22	-20	-7	-7	6	-21	-1	x	-8	-6
CCCCCn1nc(C)c(/C=N\NC(=O)c2cc(C)oc2C)c1C	-10	-35	5	0	-6	-19	-17	-4	-4	-13	10

Full records as entered above:
Record of CCCCCn1nc(C)c(/C=N\NC(=O)c2cc(C)oc2C)c1C = LMP1 NFkB inh: -10; NR5A2 inv ag: -35; TLR9-MyD88 block: 5; SRC1 inh: 0; NOD2 RIPK2 PPI: -6; COUP-TFII inh: -19; SRC3 inh: -17; TRAIL sens C8: -4; Vif imaging: -4; SRC2 inh: -13; TROY NFkB inh: 10
Record of O=c1c2ccccc2nc(/C=C/c2cccnc2)n1CCc1ccccc1 = LMP1 NFkB inh: -6; NR5A2 inv ag: 23; TLR9-MyD88 block: 2; SRC1 inh: 23; NOD2 RIPK2 PPI: 9; COUP-TFII inh: 44*; SRC3 inh: 23; TRAIL sens C8: -3; Vif imaging: -9; SRC2 inh: 6; TROY NFkB inh: -2

Shown with values under each structure: part of the list above
Every second line gives: LMP1 NFkB inh	NR5A2 inv ag	TLR9-MyD88 block	SRC1 inh	NOD2 RIPK2 PPI	COUP-TFII inh	SRC3 inh	TRAIL sens C8	Vif imaging	SRC2 inh	TROY NFkB inh
CCCCCn1nc(C)c(/C=N\NC(=O)c2cc(C)oc2C)c1C
    -10	-35	5	0	-6	-19	-17	-4	-4	-13	10
COc1ccc(CNC(=O)c2ccc(NC(=O)CC3SC(N4CCCCC4)=NC3=O)cc2)cc1 (centres undefined)
    2	-8	7	-2	13	-5	-1	-4	4	-1	3

The listing picks up, repeating the four entries before the break.
SMILES	LMP1 NFkB inh	NR5A2 inv ag	TLR9-MyD88 block	SRC1 inh	NOD2 RIPK2 PPI	COUP-TFII inh	SRC3 inh	TRAIL sens C8	Vif imaging	SRC2 inh	TROY NFkB inh
CC(Sc1nnnn1-c1ccc(O)cc1)C(=O)NC1CCCCC1C (centres undefined)	-5	10	13	-9	-7	1	7	0	-1	-30	10
Cc1cc(Cl)ccc1Nc1ncccc1C(N)=O	6	-116	-1	-63	-1	-47	-42	8	-3	-52	-81
COc1cc(-c2nnc(NC(=O)C3=COCCO3)o2)cc(OC)c1OC	-4	-22	-20	-7	-7	6	-21	-1	x	-8	-6
CCCCCn1nc(C)c(/C=N\NC(=O)c2cc(C)oc2C)c1C	-10	-35	5	0	-6	-19	-17	-4	-4	-13	10
O=C(Nc1nc2c(s1)CCc1ccccc1-2)c1ccco1	-11	-93	-3	-81	1	-26	-41	3	-26	-38	-36
O=[N+]([O-])c1ccc(Nc2ccccc2)nc1	-1	6	-10	-26	0	-20	5	-5	-2	-2	-19
CCOC(=O)C1(Cc2ccccc2C(F)(F)F)CCN(C2CCCC2)CC1	-4	5	4	8	1	-10	10	3	-3	5	-8
CC(C)[C@H](NC(=O)N1CCn2c1nc1ccccc12)C(=O)N1CCCCC1	5	-3	-12	14	5	7	12	-9	3	-18	-24
COc1ccc(-n2c(SCC(=O)N3CCOCC3)nc(O)c(Cc3ccccc3)c2=O)cc1	-2	0	-9	-24	-8	-5	-8	3	28	-13	-25
COC(=O)C(C)(C)c1cccnc1C#N	-4	4	4	-12	-4	-11	-1	15	-2	12	-7
CCOC(=O)C1=C(C)N=c2s/c(=C\C(=O)OC)c(=O)n2C1c1ccc(OC)cc1 (centres undefined)	7	13	-1	6	0	1	3	10	3	4	x
COc1ccc(N(CC(=O)NC2CC3CCC2C3)S(=O)(=O)c2ccc(C)cc2)cc1Cl (centres undefined)	-8	-3	3	6	-4	9	1	-2	-4	2	-1
Cc1ccc(O)c(C(=O)CC(=O)c2ccccc2Cl)c1	-2	-192	-9	-92	5	-28	-73	16	-8	-72	-9
COC(=O)c1ccc(/C=C/C(=O)OCC(=O)Nc2ncc(Cl)cc2Cl)cc1	-9	16	7	1	-3	15	6	10	-5	7	0
OC[C@@H]1CN(Cc2ccccc2)C[C@H](n2cnc3c(NC4CC4)ncnc32)O1	x	5	x	3	-3	3	-8	1	1	-8	0
CN(Cc1ccccc1)C(=S)Nc1ccc2nc3n(c(=O)c2c1)CCCCC3	-17	-1	2	-12	1	3	20	16	-7	-2	5
COc1ccc(OC)c(C(=O)NC(CC(N)=O)c2ccc(NCCN3CCCC3)c([N+](=O)[O-])c2)c1 (centres undefined)	4	-40	3	6	7	-2	3	-14	0	-11	1
Nc1cccnc1S(=O)(=O)c1ccccc1	-2	3	-7	-5	-7	-11	13	-2	x	11	0
COc1cccc(NC(=O)CN(C)S(=O)(=O)c2ccc3[nH]c(=O)oc3c2)c1	0	7	-10	-4	-15	6	-4	1	10	-4	15
CN(C)S(=O)(=O)c1cccc(NC(=O)c2ccc3nccnc3c2)c1	-4	-5	2	23	-7	11	1	7	-17	21	-11
O=C(O)Cn1nc2ccccc2n1	0	-2	-1	3	-2	-19	-4	-12	-5	-23	18
O=C(NCCCCCCNC(=O)OC1CCS(=O)(=O)C1)OC1CCS(=O)(=O)C1 (centres undefined)	3	14	-2	-19	-6	0	0	3	0	11	-5
CCc1ccc(OCC(=O)N2CC(C(N)=O)Oc3ccccc32)cc1 (centres undefined)	-2	-2	-19	-7	0	5	1	1	8	-16	-6
COc1ccc(OC)c(C2=CC(=O)C[C@H](c3ccc(F)cc3)C2)c1	-1	7	7	12	-12	15	17	11	-3	7	8
O=C(CCN1C(=O)/C(=C\c2ccccc2F)SC1=S)Nc1ccc(C(=O)O)c(O)c1	0	4	2	-4	-7	1	-1	-1	-3	-10	-20
CCOC(=O)Cc1nc2ccccc2n(CC#N)c1=O	-3	2	2	6	3	-23	12	-2	6	19	3
COc1ccc(-c2ccc3oc(-c4ccc(OC)cc4)c(-c4cc(OC)c(OC)c(OC)c4)c3c2)cc1	-10	-27	-4	11	3	11	-16	-2	-8	-19	-6
C(=N\N1CCN(C2c3ccccc3-c3ccccc32)CC1)/c1cccs1	3	-4	1	-1	0	-11	30	-2	2	-24	12
N#Cc1ccccc1OCC(=O)NCC(c1ccc(F)cc1)N1CCOCC1 (centres undefined)	0	-1	2	-12	5	19	-8	-3	-5	-20	11

This is a subset. The share of hits here may be higher or lower than overall.
